Assay outcomes (PubChem BioAssay)
GAA glycogen: alters human alpha-glucosidase cleavage of glycogen. Potency, µM (series often up to 76.4 µM), for inactives: at the highest dose activity change, negative = inhibition, hits mostly inhibitors. P10253. actives 0.38% (n = 300,000). recombinant GAA, glycogen substrate, Amplex Red glucose oxidase fluorescence; active means well fitted inhibition curve with a large enough effect; inconclusive means small, poorly fitted or top-dose-only effect, or another doubt; inactive means no such curve, though single readings can be large or run the other way;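 further: 0% = full enzyme reaction and -100% = no-enzyme basal signal; the screen sought inhibitors and activators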
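Recombinant enzyme (4 nM final) with compounds titrated up to 77 uM and bovine liver glycogen (30 ug) in citrate pH 5.0, 0.01% Tween-20, 37 C 40 min. Released glucose detected by Amplex Red/glucose oxidase (Ex 573/Em 610); AC50 from Hill fits.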
* hit, by the source's call; ? = inconclusive; & = joins results of further samples; [ ] = remark or other dose. Potency means the concentration at half of the fitted maximal effect. Not all compounds are listed, so the mix of outcomes need not match the whole.

SMILES	GAA glycogen
Cc1c(C2=CCN(S(=O)(=O)c3cccc(Cl)c3)CC2)c2ccccc2n1CC(=O)N1CCCC1	-30%[76.3 µM]
Cc1ccc2cccc(NC(=O)c3cccc4c(Br)cccc34)c2n1	-14%[76.3 µM]
CN(C)Cc1c(C(=O)N/N=C/C2CC=CCC2)nnn1-c1nonc1N (stereo not drawn)	?
CCOC(=O)CSc1nc(-c2ccc(Cl)cc2)cc(C(F)(F)F)c1C#N	-6%[76.3 µM]
O=C(O)c1ccccc1Nc1cc(Cl)c2nonc2c1[N+](=O)[O-]	6%[76.3 µM]
CCC(CO)NCc1ccc(OCC(O)c2ccccc2)c(OC)c1 (stereo not drawn)	-7%[76.3 µM]
O=C(OCC(=O)N1CCCC1)c1cc(Cl)ccc1[N+](=O)[O-]	8%
Cc1cc(OC(C)C(=O)NCCN2CCOCC2)c2c(C)c(C)c(=O)oc2c1 (stereo not drawn)	-9%[76.3 µM]
COc1ccc(Cl)cc1NC(=O)Cn1nnc2sc3c(c2c1=O)CCC(C(C)(C)C)C3 (stereo not drawn)	-4%[76.3 µM]
COc1ccc(/C=C/c2c(-c3ccc(OC)cc3)sc3ccc(N4CCOCC4)cc23)cc1	14%[76.3 µM]
Cc1cc(C)cc(OCC(=O)Nc2nc3c(s2)CC(C(C)(C)C)CC3)c1 (stereo not drawn)	-3%[76.3 µM]
CCN(CC)S(=O)(=O)c1ccc(NC(=O)Cn2ncc3c([nH]c4ccccc43)c2=O)cc1	7%[76.3 µM]
CCOc1ccccc1/C=N/Nc1nc(C)cc(=O)[nH]1	-10%
CC(=O)N1CCc2cc(Br)cc(S(=O)(=O)N3CCC(C(=O)Nc4ccc(C(C)C)cc4)CC3)c21	-9%[76.3 µM]
COc1ccccc1CN1CC(C(=O)NCCc2ccccc2Cl)CCC1=O (stereo not drawn)	-3%[76.3 µM]
COc1ccc(C2/C(=C(/O)c3ccc(C)cc3)C(=O)C(=O)N2CCCN2CCOCC2)cc1 (stereo not drawn)	10%[76.3 µM]
CCOC(=O)C(Cc1ccccc1)(Cc1ccccc1)C(C)=O	-5%
CSc1ccc(CCNC(=O)CCCn2c(=O)c3cccn3c3ccccc32)cc1	10%[76.3 µM]
Cc1ccc(-c2nn(-c3ccccc3)cc2/C=C2\SC(=S)N(CCCCCC(=O)O)C2=O)o1	3%
Cc1ccc2cccc(NC(=O)c3ccc(C#N)cc3F)c2n1	9%[76.3 µM]
CC1=C(C(=O)NC2CC(C)(C)Cc3c2cnn3-c2cccc(F)c2)OCCO1 (stereo not drawn)	-1%[76.3 µM]
Cc1ccc(C)c(NC(=O)c2cc(S(=O)(=O)N3CCCCC3)c[nH]2)c1	7%[76.3 µM]
O=C(NC(=O)c1cccc(F)c1)Nc1ccc(-c2cc(C(F)(F)F)nn2-c2ccccc2)cc1	-9%[76.3 µM]
COc1ccc(N2CCN(C(=O)C3CCN(S(=O)(=O)c4cnc[nH]4)CC3)CC2)cc1	-8%[76.3 µM]
CCN(CC)S(=O)(=O)c1ccc(C(=O)NC2=NCCS2)cc1	10%[76.3 µM]
O=S(=O)(c1ccc(Cl)cc1)c1nc(-c2ccccc2F)oc1NCCCN1CCOCC1	0%[76.3 µM]
CC1(C(=O)N2CCC(CO)(Cc3cccc(C(F)(F)F)c3)CC2)CC1	-1%[76.3 µM]
Cc1sc2ncn(CC(=O)N3CCN(c4ccccc4)CC3)c(=O)c2c1S(=O)(=O)N1CCN(c2ncccn2)CC1	-12%[76.3 µM]
O=C(CCN1C(=O)/C(=C/c2cccs2)SC1=S)Nc1cccc(C(=O)O)c1	9%
COc1cccc(CNC(=O)C2CCCN(c3nnc(-n4c(C)ccc4C)s3)C2)c1 (stereo not drawn)	-17%[76.3 µM]
Cc1cc(C)c2nc(-c3ccncc3)cc(C(=O)N3CCN(Cc4ccccc4Cl)CC3)c2c1	-2%[76.3 µM]
O=C(NCC1CCCO1)C(=O)N/N=C/c1c(F)cccc1Cl (stereo not drawn)	-2%
COc1ccc(C2=NO[C@@](CC(=O)O)(C(=O)Nc3ccc4c(c3)OCCO4)C2)cc1	4%
Cc1cc(Br)ccc1NC(=O)COc1cc(=O)n(C)c2ccccc12	1%[76.3 µM]
O=C(Nc1ccc(Br)cn1)c1ccc2ccccc2c1	11%[76.3 µM]
COc1cc(C(=O)NCCC(c2ccccc2)c2ccccc2)cc(OC)c1OC	0%[76.3 µM]
Cc1ccc(C(=O)NC(=S)NNC(=O)c2ccccc2)cc1	1%[76.3 µM]
CC(C)CCOc1ccc(C(=O)Nc2sc3c(c2C#N)CCCCC3)cc1	-4%[76.3 µM]
O=C(CCCc1nc(-c2ccco2)no1)Nc1ccccc1[N+](=O)[O-]	-8%[76.3 µM]
Cc1cccc(N2CC(C(=O)Nc3nnc(SCc4cccnc4)s3)CC2=O)c1 (stereo not drawn)	-9%[76.3 µM]

Entries shown so far that have a COOH group, in the order listed:
SMILES	GAA glycogen
O=C(O)c1ccccc1Nc1cc(Cl)c2nonc2c1[N+](=O)[O-]	6%[76.3 µM]
Cc1ccc(-c2nn(-c3ccccc3)cc2/C=C2\SC(=S)N(CCCCCC(=O)O)C2=O)o1	3%
O=C(CCN1C(=O)/C(=C/c2cccs2)SC1=S)Nc1cccc(C(=O)O)c1	9%
COc1ccc(C2=NO[C@@](CC(=O)O)(C(=O)Nc3ccc4c(c3)OCCO4)C2)cc1	4%

Some of these compounds in order of length of the SMILES, ascending:
SMILES	GAA glycogen
O=C(NCC1CCCO1)C(=O)N/N=C/c1c(F)cccc1Cl (stereo not drawn)	-2%
Cc1ccc2cccc(NC(=O)c3cccc4c(Br)cccc34)c2n1	-14%[76.3 µM]
O=C(NC(=O)c1cccc(F)c1)Nc1ccc(-c2cc(C(F)(F)F)nn2-c2ccccc2)cc1	-9%[76.3 µM]

Other entries:
SMILES	GAA glycogen
CCOc1ccc(NC(=O)Cn2c(=O)n(CCCCC(=O)NCCc3ccc(Cl)cc3)c(=O)c3ccccc32)cc1	3%[76.3 µM]
CSc1ccc(C2NC(=O)CCC2[N+](=O)[O-])cc1 (stereo not drawn)	-2%
COc1ccc(CN(C)C(=O)c2oc3ccccc3c2CSC)cc1F	-2%[76.3 µM]
CC(C)COc1ccc(C(=O)N2CCN(CCc3ccncc3)CC2)cc1	17%[76.3 µM]
CCCCn1c(N)c(N(CCOC)C(=O)CN(C)S(=O)(=O)c2ccc(Cl)cc2)c(=O)[nH]c1=O	-3%[76.3 µM]
CN1CCN(c2ccc(NC(=O)CSc3nnnn3-c3ccccc3F)cc2)CC1	3%[76.3 µM]
COc1ccc(C(CC(=O)N2CCN(C)CC2)NC(=O)C(F)(F)F)cc1 (stereo not drawn)	2%
COc1ccc(Nc2oc(/C=C/c3cc(OC)c(OC)c(OC)c3)nc2C#N)cc1	-18%[76.3 µM]
O=c1c2cc3c(cc2nc2sc(Nc4ccc(F)c(Cl)c4)nn12)OCO3	-3%[76.3 µM]
Cc1ccc(CN2C(=O)SC(Nc3ccc(Cl)cc3)C2=O)cc1 (stereo not drawn)	-16%[76.3 µM]
CC(OC(=O)c1cccs1)C(=O)NCCc1ccccc1 (stereo not drawn)	-1%
CCOC(=O)c1[nH]c(C)c(C(=O)NCc2cccc(OC)c2)c1C	10%[76.3 µM]
Cc1c(OCC(=O)C(C)(C)C)ccc2c(-c3ccccc3)cc(=O)oc12	-16%[76.3 µM]
Cc1nn(C(C)C(=O)Nc2cccc(F)c2)c(=O)c2c1sc1ccccc12 (stereo not drawn)	14%[76.3 µM]
O=C(CCc1nc2cccnc2n1Cc1cccs1)Nc1cccc(C(F)(F)F)c1	-1%[76.3 µM]
CCC(C)N1CC(=O)N2Cc3[nH]c4ccccc4c3C[C@H]2C1=O (stereo partly drawn)	1%
O=C1CC(c2ccc(Cl)cc2)c2c(O)cc(O)cc2O1 (stereo not drawn)	1%
COC(=O)c1cc2oc3ccccc3c2n1Cc1c(F)cccc1Cl	9%[76.3 µM]
O=C(Nc1ccc(F)cc1F)NC1CCCc2ccccc21 (stereo not drawn)	-2%[76.3 µM]
O=C(OCCN1CCOCC1)c1ccc(Cl)cc1Cl	-7%[76.3 µM]
Cc1ccc(NC(=S)N2CCC(NC(=O)c3cccc(F)c3)CC2)cc1	-8%[76.3 µM]
COc1ccc(CCNC(=O)Cn2cc(S(=O)(=O)Cc3ccccc3Cl)c3ccccc32)cc1OC	13%[76.3 µM]
CCCCOc1ccc(C(=O)N(Cc2ccc(C(C)C)cc2)C2CCS(=O)(=O)C2)cc1 (stereo not drawn)	-17%[76.3 µM]
O=C(Nc1ccc(F)cc1Cl)C1CCN(c2ncnc3c2nc2n3CCCCC2)CC1	20%[76.3 µM]
CCN(CC)CCCN(C(=O)c1ccc(OC)cc1)c1nc(-c2ccc(OC)cc2)cs1	-4%[76.3 µM]
CCOc1ccc(CCNC(=O)c2cc3c(s2)-c2ccccc2OC3)cc1OCC	16%[76.3 µM]
CCN(C(=O)Cn1c(C(=O)OC)cc2sc(Cl)cc21)c1cccc(C)c1	15%[76.3 µM]
O=C(Nc1nccs1)c1ncc(Cl)c(Cl)c1Cl	7%
COc1cc(CNCc2ccncc2)cc(OC)c1OC	?
Cc1ccc(C)c(-c2[nH]c3c(c2-c2c(-n4cccc4)n(C)c(=O)[nH]c2=O)c(=O)[nH]c(=O)n3C)c1	10%[76.3 µM]
COc1cccc(CNC(=O)Cc2c(C)c3cc4c(C)coc4cc3oc2=O)c1	12%[76.3 µM]
CC(C)C[C@H](NC(=O)c1nc[nH]c1C(=O)NCc1ccc(CNC(=O)OC(C)(C)C)cc1)C(=O)OCc1ccccc1	-16%[76.3 µM]
Cc1coc2cc3oc(=O)c(CCC(=O)N4C[C@H]5C[C@@H](C4)c4cccc(=O)n4C5)c(C)c3cc12	-15%[76.3 µM]
CCn1c(=N)c(C(=O)NC2CCCC2)cc2c(=O)n3cc(C)ccc3nc21	1%[76.3 µM]
O=C(CSc1nc2ccccc2nc1N1CCCCC1)Nc1ccc(F)cc1	1%[76.3 µM]
Cc1[nH]c(=O)[nH]c(=O)c1S(=O)(=O)Nc1ccc(F)c([N+](=O)[O-])c1	4%
COc1ccccc1N(CC(=O)Nc1ccc(C)c(Cl)c1)S(=O)(=O)c1ccc(C)cc1	-16%[76.3 µM]
CCOCCCNC(=O)Cn1nc(CC)n2c(cc3c(OC)cccc32)c1=O	18%[76.3 µM]
Cc1ccc(NC2CCCN(C(=O)CCC(=O)c3ccccc3)C2)cc1C (stereo not drawn)	?
COc1cc2c(cc1OC)C(C)N(C(=O)[C@@H](NC(=O)c1ccccc1)C(C)C)CC2 (stereo partly drawn)	-6%

4 of these compounds in a different format.
Molecule | GAA glycogen
CCN(CC)CCCN(C(=O)c1ccc(OC)cc1)c1nc(-c2ccc(OC)cc2)cs1 | -4%[76.3 µM]
CCOc1ccc(CCNC(=O)c2cc3c(s2)-c2ccccc2OC3)cc1OCC | 16%[76.3 µM]
CCN(C(=O)Cn1c(C(=O)OC)cc2sc(Cl)cc21)c1cccc(C)c1 | 15%[76.3 µM]
O=C(Nc1nccs1)c1ncc(Cl)c(Cl)c1Cl | 7%

Further records:
SMILES	GAA glycogen
CC1(C)CC(NC(=O)c2cccc([N+](=O)[O-])c2)CC(C)(C)N1	4%[76.3 µM]
CCC(C(=O)NCCCN(CC)CC)n1ncn2c(cc3occc32)c1=O (stereo not drawn)	15%[76.3 µM]
CC1CCN(CC(=O)Nc2ccc(S(=O)(=O)N3CCC(C)CC3)cc2)CC1	0%[76.3 µM]
CCOCCCNC(=O)c1[nH]c2cc(C)ccc2c1Sc1ccc(Cl)cc1	-7%[76.3 µM]
O=C(CNC(=O)c1cccnc1)N/N=C/c1cc(Br)c(O)c(Br)c1	1%
O=C(O)c1ccc(NC(=O)c2ccc(Br)c(S(=O)(=O)N3CCCC3)c2)cc1	1%[76.3 µM]
O=C(OCc1nnc(-c2ccc(Br)cc2)o1)c1ccco1	1%[76.3 µM]
CC(NCC(=O)Nc1cc(Cl)cc(Cl)c1)c1ccccc1 (stereo not drawn)	-4%
CN(CC(=O)NCc1ccc(F)cc1)Cc1cccc(Cl)c1	-2%
O=C(NCC(=O)N1CCN(c2ncc(C(F)(F)F)cc2Cl)CC1)c1ccc(Br)o1	1%[76.3 µM]
Cc1cccc(C(=O)Nc2ccccc2OCc2cc(=O)n3c(C)csc3n2)c1	5%[76.3 µM]
CS(=O)(=O)c1nc(S(=O)(=O)c2ccc(Cl)cc2)c(N2CCCCCC2)s1	0%[76.3 µM]
Cc1ccc(-c2cn3c(n2)sc2cc(C(=O)NCCCc4ccccc4)ccc23)cc1	13%[76.3 µM]
CC(=O)N1CCc2cc(S(=O)(=O)CCC(=O)N3CCN(c4cccc(C)c4C)CC3)ccc21	14%[76.3 µM]
CCc1ccccc1NC(=O)CCCSc1nc(-c2ccco2)cc(C(F)(F)F)n1	7%[76.3 µM]
COc1ccc(-c2c3c(nc4sc(C(=O)Nc5cccc(OC)c5)c(N)c24)CC(C)(C)CC3=O)cc1	10%[76.3 µM]
COc1ccc(C(=O)COC(=O)c2cccc(NC(=O)c3ccc(OC)c(OC)c3)c2)cc1	-8%[76.3 µM]
COc1ccc(N2CC(C(=O)Nc3nnc(Cc4ccccc4)s3)CC2=O)cc1 (stereo not drawn)	2%
COc1cc(OC)c(C(=O)Nc2ccc(C(=O)c3ccccc3)cc2)cc1OC	-16%[76.3 µM]
O=C(Nc1ccc(S(=O)(=O)Nc2nccs2)cc1)c1nn(-c2ccccc2)ccc1=O	-16%[76.3 µM]
CC(C)C(NC(=O)c1c(F)cccc1F)C(=O)NC1CC(C)(C)NC(C)(C)C1 (stereo not drawn)	-8%[76.3 µM]
CCc1cccc(NC(=O)Cn2c(C(=O)OC)cc3occc32)c1	13%[76.3 µM]
COc1cccc(CNC(=O)c2ccc(CS(=O)c3ccccc3)o2)c1 (stereo not drawn)	-3%&-2%[76.3 µM]
